# Compound activity as filed in PubChem.
# ERp5 block: blocks human ERp5 reductase activity on insulin; inhibition, % at 9.99 µM; Q15084; actives 0.05% (n = 350,000); ERp5 insulin aggregation, absorbance 650 nm, 90 min;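 active means mean replicate inhibition above about 25%, with every replicate also reaching it, limit read from the data, passing the limit was not always enough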
# Target sequence (Q15084 whole entry, looked up): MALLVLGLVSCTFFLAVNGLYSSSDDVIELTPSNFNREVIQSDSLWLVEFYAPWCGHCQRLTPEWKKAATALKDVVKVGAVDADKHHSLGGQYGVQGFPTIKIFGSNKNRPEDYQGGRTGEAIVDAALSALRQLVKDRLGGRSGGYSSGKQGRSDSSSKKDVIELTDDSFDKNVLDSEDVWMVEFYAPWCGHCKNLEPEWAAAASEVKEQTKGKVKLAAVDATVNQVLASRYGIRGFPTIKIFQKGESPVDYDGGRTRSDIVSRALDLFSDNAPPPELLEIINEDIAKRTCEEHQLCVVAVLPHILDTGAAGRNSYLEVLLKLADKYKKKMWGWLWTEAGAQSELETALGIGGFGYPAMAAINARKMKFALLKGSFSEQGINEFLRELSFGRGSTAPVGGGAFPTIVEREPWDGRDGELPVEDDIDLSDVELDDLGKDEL
# miR122 inh: blocks miR-122 activity in Huh7 sensor cells; actives 0.3% (n = 340,000); activation (reporter increase), % at 12.5 µM; Huh7 miR-122 Renilla luciferase sensor, 48 h; neutral wells = 0, positive control = 100;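 active means mean replicate activation score at least 90 and every replicate individually at or above 90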;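 further: higher luciferase means less miR-122 activity so hits act as miR-122 inhibitors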
# SIRT5 inh: blocks human SIRT5 desuccinylation of peptide; Q9NXA8; Purified SirT5, succinyl-peptide AMC, trypsin-coupled fluorescence; inhibition, % at 15 µM; actives 1.1% (n = 330,000); AID 652115; in the data active means inhibition above about 15%
# Target sequence (Q9NXA8 whole entry, looked up): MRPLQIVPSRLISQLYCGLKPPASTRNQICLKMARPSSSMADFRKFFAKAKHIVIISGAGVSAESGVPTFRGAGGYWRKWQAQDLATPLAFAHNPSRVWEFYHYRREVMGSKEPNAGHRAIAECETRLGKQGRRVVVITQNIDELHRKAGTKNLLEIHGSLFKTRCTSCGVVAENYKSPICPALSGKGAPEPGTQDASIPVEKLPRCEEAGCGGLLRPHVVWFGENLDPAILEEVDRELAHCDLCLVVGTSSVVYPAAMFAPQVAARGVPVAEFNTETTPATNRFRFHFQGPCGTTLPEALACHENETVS
# ARNT-TACC3 inh: disruptors of human ARNT/TACC3 interaction. Q9Y6A5. AlphaScreen His-ARNT PAS-B/GST-TACC3 binding, luminescence; TACC3 fragment carries E629A point mutation. inhibition, % at 9.99 µM. actives 0.66% (n = 390,000). AID 623870;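 active means mean inhibition of replicates at least 50% and at least half of replicates each reaching 50%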;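 further: 0% = complete ARNT plus TACC3 wells and 100% = ARNT alone without TACC3; many hits fall short of the cut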
# Statin myotox sup: suppressors of simvastatin-induced myotoxicity in C2C12 myotubes; ATP luminescence, 48 h; scaled: DMSO 0, geranylgeraniol control 100; rescue of ATP level, % at 7.49 µM; actives 0.78% (n = 330,000);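 active means mean ATP rescue above about 67%, or every replicate alone reaching that limit, limit read from the data, passing the limit was not always enough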;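 further: myotubes were challenged with 10 µM simvastatin during compound exposure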
# esBAF inh: inhibitors of esBAF chromatin remodeling in mouse ES cells | Bmi1-luciferase knock-in reporter, 24 h; 100% = twice the neutral-well signal | reporter increase, % at 12.5 µM | actives 2% (n = 350,000); in the data active means activation above about 40%;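 further: 0% = median of the plate's neutral control wells and 100% = double that signal; a rise in the Bmi1 reporter signal indicates esBAF inhibition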
# Cneo AK release: Cryptococcus neoformans lysis via adenylate kinase release; lysis activity, % at 15 µM; C. neoformans lysis, adenylate kinase release luminescence, 4 h; normalised: neutral wells 0, clomiphene wells 100; actives 0.2% (n = 360,000); AID 651654;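 active means mean lysis activity across replicates of at least 80%, whatever share of replicates individually reach that level; inactive means mean lysis activity below 80%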
#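 Schedule: static 4 h at 37 °C with compound, 1 h detection; system: C. neoformans cells; benchmarks: Clomiphene as positive control; buffer or medium: fresh YPD medium; measure: luminescence rise reflecting yeast cell lysis; measured by: luminescent adenylate kinase detection reagent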
# The depositor's hits bear a star; / = not tested or not shown; & = joins results of further samples; [ ] = remark or other dose.
SMILES,ERp5 block,miR122 inh,SIRT5 inh,ARNT-TACC3 inh,Statin myotox sup,esBAF inh,Cneo AK release
OC[C@@H]1[C@@H]2c3ccccc3NC[C@@H]2N1Cc1cccnc1,-6,7[16.7 µM],3,6,-9,-4,4
CNS(=O)(=O)c1ccc(N=Cc2c(O)n(-c3cccc(C)c3)c(=O)[nH]c2=O)cc1,1,-10,6,-8,1,0,2
COc1ccccc1N1C(=O)NC(=O)/C(=C\c2cnn(-c3ccccc3)c2)C1=O,2,3,1,1,4,9,0
Nc1ccccc1Cl,6,4,/,/,1,5,1
Cc1cc(OC(C)C(=O)NCc2ccncc2)c2c3c(c(=O)oc2c1)CCC3 (stereo not given),-18,-5,-1,-6,7,-5,0
O=c1[nH]c(=O)n(CCc2ccccc2)c(O)c1/C=N/N1CCOCC1,1,5,0,0,4,3,-3
CN1CCN(c2ncc(C=O)s2)CC1,19,/,1,-3,/,/,/
Cc1nc2ccc(Cl)cc2c(-c2ccccc2)c1C(=O)O,-1,/,-1,4,/,/,/
CCCCn1c(C)c(C(=O)O)c2cc(OC)ccc21,-1,1,-3,1,21,-6,3
CN(C)C1=NP(N(C)C)(N(C)C)=NC(c2ccccc2)=N1,/,-5,/,12,-21,0,0
O=C(O)C1CN2CCC1CC2 (stereo not given),7,-12,-4,-2,5,-4,/
CCOC(=O)c1c(C)n(CC(O)CN2CCOCC2)c2cc(Br)c(OC)cc12 (stereo not given),2,/,-2,-1,/,/,/
CC/C(=N\N1CCCCC1)c1c(O)[nH]c(=O)[nH]c1=O,6,/,-4,-5,/,/,/
CCOC(=O)C1(c2ccccc2)CCN(Cc2cccc(C(=O)O)c2)CC1,1,-2,0,3,16,-9,1
COc1ccccc1N1CCN(C2CCCN(C(=O)COc3ccccc3Cl)C2)CC1 (stereo not given),3,1,1,/,-1,1,1
COC(=O)c1ccc(-n2c(C)nc3ccccc3c2=O)cc1,/,-5,/,1,20,9,-6
COc1cccc(-c2ccc([C@H]3[C@H]4CN(C(=O)Cc5ccncc5)CCCCN4[C@H]3CO)cc2)c1,-8,-3[16.7 µM],1,-19,/,/,-3
COc1ccc(C#Cc2ccc([C@H]3[C@@H](CO)N4CCCCN(C(=O)Cc5ccccc5)C[C@H]34)cc2)cc1,-1,-17[16.7 µM],-3,-3,-1,6,-1
CC(C)CC1C(C#N)=C(N)Oc2c1c(=O)oc1ccccc21 (stereo not given),4,-7,-1,-11,4,0,-1
CCC(=O)N1CC(=O)Nc2ccc(F)cc2C1c1ccc(F)cc1 (stereo not given),1,-5,-4,-9,3,-4,0
CC(C)C1(C)N=C(c2ncccc2C(=O)O)NC1=O (stereo not given),-4,-3,1,40,9,-5,-2
COC(=NC1CCCCC1)C(O)c1c[nH]c2ccccc12 (stereo not given),/,12,/,2,3,-1,1
OC(c1ccccc1)(c1ccccc1)c1ccncc1,2,/,-2,-7,/,/,/
Cc1cccc(-n2c(O)c(C=NCCN3CCCCC3)c(=O)[nH]c2=O)c1,0,-3,-4,5,-4,-2,-3
CCCC(=O)OCC[N+](C)(C)C,0,-7,0,-1,7,-6,-1
C=C(C)CSc1nnc([C@@H](N)Cc2ccccc2)o1,4,/,-9,11,/,/,/
COc1ccc(-c2ccc([C@@H]3[C@H](CO)N4CCCCN(C(=O)Cc5ccncc5)C[C@@H]34)cc2)cc1,1,1[16.7 µM],2,5,-10,-6,4
Cc1cc(OCC(=O)OC(C)(C)C)c2c3c(c(=O)oc2c1)CCC3,/,2,/,23,4,-3,4
Clc1ccc(NC2=NCCCS2)cc1Cl,0,-2,0,-2,-8,18,8
CCCCCCCCN=Cc1c(O)[nH]c(=O)[nH]c1=O,1,1,0,2,13,-3,1
O=C1C(Cl)=CC(=Nc2ccc(O)cc2)C=C1Cl,2,/,0,/,-12,4,-2
O=S(=O)(c1ccccc1)N1CCN2CCCC2C1 (stereo not given),-4,/,2,1,8,-1,-1
C=CCn1c(O)c(/C(C)=N/N2CCCCCC2)c(=O)[nH]c1=O,2,/,-1,-6,/,/,/
C[C@]12CCC3C(CC[C@H]4C[C@@H](O)CC[C@]34C)C1C[C@@H](O)C2=O (stereo not given in full),6,-6,/,/,3,3,0
CCC12CN3CCN(CC(C3)/C1=N/NC(N)=O)C2,-1,2,-4,-11,7,8,0
N#C/C(=C\c1cccc(O)c1)C(=O)O,6,0,3,/,-6,3,0
COc1ccc(CNCCc2ccc3c(c2)OCO3)c(OC)c1OC,4,15,-4,-5,-15,1,0
Cc1ccc2c(c1)c(=O)c1c3n2CCN(CC2CO2)C3CC1 (stereo not given),-5,6,-4,-1,/,/,/
O=C(CN1C2CCC1CC(O)(c1cccnc1)C2)Nc1ccc2c(c1)OCO2 (stereo not given),/,3,/,6,7,0,1
CCCCn1c(O)c(C(C)=NC(C)c2ccccc2)c(=O)[nH]c1=O (stereo not given),/,-4,/,-2,18,0,-3
N#Cc1ccc(NC(=O)CN2CCCCCC2)cc1Cl,-3,1,-4,32,-7,-9,0
CN1c2ccc(Br)cc2[C@@H]2NCC[C@@H]2[C@@H]1CO,-2,-2&-5[16.7 µM],-1,-3&6,-6&-8,-8&-2,0&0
c1ccc2sc(N3CCNCC3)nc2c1,8,-8,-1,2,-3,0,-4
Oc1ccc(/C=N/NP(=S)(c2ccccc2)c2ccccc2)cc1O,4,1,-6,5,-9,3,1
O=C(Cc1ccccn1)N1CCCCN2[C@H](C1)[C@@H](c1ccc(-c3ccccc3)cc1)[C@@H]2CO,-2,1[16.7 µM],0,1,/,/,-1
N=c1sccn1Cc1ccc(Cl)cc1Cl,/,-10,/,0,/,/,2
FC(F)(F)Oc1ccc(NC2=NCCCS2)cc1,0,2,1,-1,-4,1,2
C[N+](C)(C)CCOC(=O)CBr,-1,2,-2,-5,2,-1,0
ClC(Cl)=C(c1ccc(Cl)cc1)c1ccc(Cl)cc1,1,0,-3,3,-9,-9,-1
OC(CNC1CCCCC1)c1ccccc1 (stereo not given),/,-1,/,-2,8,-10,0
COCc1cc(OC(=O)N(C)C)nc2c1c(C)nn2C,1,/,-6,-8,/,/,/
COc1cccc(C2(O)CCN(CC(=O)Nc3nc(C)cs3)CC2)c1,3,/,4,1,/,/,/
Cc1cc(/C=C2\C(=O)NC(=O)N(c3ccc(F)cc3)C2=O)c(C)n1-c1cccc(C(=O)O)c1,3,0,0,/,/,/,-1
O=C(CCC(=O)N1CC2C[C@@H](C1)Cn1c2cccc1=O)NCCc1ccccc1,1,-3,0,5,6,-8,-2
Cc1nc2cc(-c3cccc(F)c3)nn2c(C)c1CCC(=O)N1CCC2(CC1)OCCO2,13,-13,-4,0,-4,-49,/
O=C1c2cccc(N3CCNCC3)c2C2CCCCN12 (stereo not given),0,-1,1,/,-4,-3,0
COc1ccc(/C=C/C(=O)c2c(O)n(CCC3=CCCCC3)c(=O)[nH]c2=O)cc1OC,-1,/,0,0,/,/,/
c1ccc(-c2nc(N3CCOCC3)s[n+]2-c2ccccc2)cc1,/,-1,/,0,/,/,0
CCC(=O)N1[C@@H]2Cn3c(ccc(-c4cccc(F)c4)c3=O)[C@H]1[C@@H](C(=O)OC)[C@@H]2CO,4,6[16.7 µM],-11,-3,-27,-1,1
Cc1ccc(OCC(=O)N2CCN(C3CCC(c4ccccc4)CC3)CC2)cc1 (stereo not given),4,/,-4,19,/,/,/

# Next records:
SMILES,ERp5 block,miR122 inh,SIRT5 inh,ARNT-TACC3 inh,Statin myotox sup,esBAF inh,Cneo AK release
Cc1cccc(CNCCc2c[nH]c3ccccc23)c1,5,-3,-4,10,7,2,0
CNCCc1ccc(OC)c(OC)c1,3,-1,/,-2,1,4,0
CC(C)CN1CCN(Cc2ccc(F)cc2Cl)CC1CCO (stereo not given),2,4,1,11,3,-5,/
O=[N+]([O-])c1cccc(CN2CCN(Cc3ccc(Cl)cc3)CC2)c1,0,-6,-2,11,-1,-5,4
O=P(c1ccccc1)(c1ccccc1)N1CCCCC1,/,/,/,-2,12,-6,2
CCOc1ccc(-n2c(O)c(N=Nc3ccc([N+](=O)[O-])cc3)c(=O)[nH]c2=O)cc1,0,/,0,-5,/,/,/
Cc1cc(C(=O)CS(=O)(=O)c2ccc(F)cc2)cc(C)c1OC(=O)N(C)C,-5,/,0,-4,/,/,/
Cc1ccc(CN2CCC3CCC(C3)C2)c(O)c1 (stereo not given),-1,2,/,-4,-2,-6,-1
CN(C)C1=NC(N(C)C)=NP(N(C)C)(N(C)C)=N1,/,-1,/,-10,/,/,-2
COc1ccccc1OCCCn1cc(C(=O)C2CC2)c2ccccc21,0,/,-1,-35,/,/,/
COc1ccc(C(SCC(NC(=O)OCc2ccccc2)C(=O)O)c2ccc(OC)cc2)cc1 (stereo not given),1,2,3,/,1,12,-3
N#Cc1ccccc1Cn1cc(C(=O)C2CC2)c2ccccc21,/,9,/,1,-8,-6,-2
CC(C)(C)C(=O)O[C@H]1CC[C@@]2(C)C(=CC(=O)C3C2CC[C@]2(C)C(=O)[C@H](O)CC32)C1 (stereo not given in full),-2,-2,1,1,12,2,-3
COc1ccc(OC)c(C(c2c(O)c3ccccc3oc2=O)c2c(C)n(C)n(-c3ccccc3)c2=O)c1 (stereo not given),6,-5,-4,-38,6,0,-1
CCn1cc(C=C2C(=O)NC(=O)NC2=O)c2ccccc21,1,/,-2,2,16,-3,1

# Among those listed so far, these have bromine.
SMILES,ERp5 block,miR122 inh,SIRT5 inh,ARNT-TACC3 inh,Statin myotox sup,esBAF inh,Cneo AK release
CCOC(=O)c1c(C)n(CC(O)CN2CCOCC2)c2cc(Br)c(OC)cc12 (stereo not given),2,/,-2,-1,/,/,/
CN1c2ccc(Br)cc2[C@@H]2NCC[C@@H]2[C@@H]1CO,-2,-2&-5[16.7 µM],-1,-3&6,-6&-8,-8&-2,0&0
C[N+](C)(C)CCOC(=O)CBr,-1,2,-2,-5,2,-1,0

# Further results
SMILES,ERp5 block,miR122 inh,SIRT5 inh,ARNT-TACC3 inh,Statin myotox sup,esBAF inh,Cneo AK release
CC(=O)N1N=C(c2cccnc2)OC1c1ccccc1Cl (stereo not given),1,-9,-5,-5,20,4,-4
CC1(C)C2([N+](=O)[O-])CN3CN(C2)CC1([N+](=O)[O-])C3,-5,-2,-2,/,-4,-1,1
COC(=O)C1=C(c2ccccc2OCc2ccccc2)C[C@@H]2CC[C@H]1N2C(=O)NCc1cccc(F)c1,8,-9,-2,1,-7,3,-2
CCCCCCN=C(CC)c1c(O)n(CCCC)c(=O)[nH]c1=O,/,-1,/,-3,2,-3,2
Cc1cccc(-n2c(O)c(C=NC34CN5CN(CN(C5)C3)C4)c(=O)[nH]c2=O)c1,1,-9,0,/,6,-9,-1
COc1cc(C2c3cc(O)c(OC)cc3CC3C(=O)OCC32)ccc1O (stereo not given),1,-3,0,-1,-14,-3,0
CC#CP(=O)(OC)C(O)(CF)c1ccccc1 (stereo not given),-4,-2,8,/,105*,-4,-2
Cn1ccc(NC(=O)CCl)n1,11,/,0,-5,/,/,/
COC(=O)[C@H]1[C@H](CO)[C@H]2Cn3c(ccc(-c4cccc(F)c4)c3=O)[C@@H]1N2Cc1ccncc1,-7,-2[16.7 µM],-7,-2,-5,6,-1
N#Cc1cc2c(nc1SCC(=O)Nc1cc(Cl)ccc1Cl)C1CCN2CC1,/,-8,/,1,-5,58*,-1
CCOC(=O)C1(CCc2ccccc2)CCN(Cc2ccc(NC(C)=O)cc2)CC1,2,1,-15,9,-14,-9,-1
COc1ccc(OC)c(-n2c(O)c(C=NCc3ccc4c(c3)OCO4)c(=O)[nH]c2=O)c1,/,-5,/,-6,-3,-8,-1
C(=NC12CN3CN(CN(C3)C1)C2)c1cccnc1,/,1,/,1,5,-2,1

# Some of these compounds in order of count of non-hydrogen atoms, largest number first.
SMILES,ERp5 block,miR122 inh,SIRT5 inh,ARNT-TACC3 inh,Statin myotox sup,esBAF inh,Cneo AK release
COC(=O)[C@H]1[C@H](CO)[C@H]2Cn3c(ccc(-c4cccc(F)c4)c3=O)[C@@H]1N2Cc1ccncc1,-7,-2[16.7 µM],-7,-2,-5,6,-1
CC(=O)N1N=C(c2cccnc2)OC1c1ccccc1Cl (stereo not given),1,-9,-5,-5,20,4,-4
CC1(C)C2([N+](=O)[O-])CN3CN(C2)CC1([N+](=O)[O-])C3,-5,-2,-2,/,-4,-1,1

# The list is partial; rates above refer to the full screens.
